TROY signal inh: inhibitors of TROY-dependent NF-kB signaling; actives 0.98% (n = 360,000); inhibition, % at 10 µM; AID 1347056; Q293 LMP1-TROYcd NF-kB luciferase reporter, 4 h;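 active = compounds whose plate-normalised and pattern-corrected inhibition of the luciferase reporter signal at the single screening dose is 50% or more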
NR5A2 inv ag: inverse agonists of human LRH-1 (NR5A2) | O00482 | inhibition, % at 3.6 µM | HEK293T StAR-luciferase reporter, LRH-1 transfected, 24 h | actives 0.13% (n = 360,000) | AID 602396;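 active = inhibition above the mean inhibition of all tested compounds plus 3 SD, cut at about 73% in these data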;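 also: 0% = DMSO wells and 100% = reporter-only cells lacking LRH-1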
TWEAK-Fn14 inh: TWEAK-Fn14 signaling inhibition; TWEAK-stimulated Fn14 reporter cells, luciferase luminescence, 8 h; inhibition, % at 10 µM; actives 2% (n = 360,000); AID 1159606; in the data active = inhibition above about 50%
COUP-TFII inh: NR2F2 (human) inhibition, primary screen. inhibition, % at 8.6 µM. HEK293T NGFI-A luciferase reporter, luminescence. actives 0.7% (n = 370,000). AID 686940. P24468;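 active = inhibition above a per-plate cutoff, mean inhibition of test wells between control levels plus 3 SD, cut at about 38% in these data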;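 also: cells cotransfected with COUP-TFII expression vector driving the NGFI-A reporter; 0% = median of COUP-TF2 test wells and 100% = reporter-only cells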
CF NFkB inh: blocks PAF-induced NF-kB reporter in cystic fibrosis cells | actives 0.86% (n = 360,000) | KKLEB NF-kB-GFP reporter, GFP fluorescence overnight | inhibition, % at 5 µM | AID 588850;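 active = at least 50% inhibition at 5 µM, scaled per plate between neutral and stimulator controls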;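 also: PAF is a Pseudomonas aeruginosa culture filtrate used as stimulus; plate controls were PAF-stimulated DMSO wells for no effect and unstimulated DMSO wells for full effect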
KKLEB tox: reduces viability of KKLEB cystic fibrosis airway cells; activity change (cytotoxicity), % at 5 µM; actives 0.36% (n = 360,000); KKLEB CF airway cells viability, ATPlite luminescence, overnight; stronger effect = lower value; cells stimulated with P. aeruginosa culture filtrate;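 active = corrected activity change at or below -50% at 5 µM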
TRAIL sens C8: caspase-8 TRAIL sensitization | NB7+C8 cells + TRAIL, ATPlite viability luminescence | inhibition (viability loss, TRAIL sensitization), % at 10 µM | actives 1% (n = 360,000) | AID 624354;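 active = compounds causing at least 50% loss of cell viability in the single-dose screen, relative to plate controls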
SRC1 inh: inhibits human SRC1 coactivator. Q15788. HEK293 GAL4-SRC1 luciferase reporter, luminescence. inhibition, % at 3.6 µM. actives 0.12% (n = 360,000). AID 588354;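 active = inhibition above the campaign mean plus 3 SD, with each screening campaign given its own cutoff, cut at about 60% in these data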;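 also: 0% = DMSO treated cells and 100% = gossypol at 36 µM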
NCOA3 inh: human NCOA3 inhibition | HEK293 GAL4-SRC3 luciferase reporter, luminescence | inhibition, % at 3.6 µM | actives 0.17% (n = 360,000);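 active = inhibition above a per-campaign cutoff, the mean of all compounds plus 3 SD, cut at about 60% in these data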;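 also: 0% = DMSO-treated cells and 100% = gossypol-treated cells at 36 µM; higher means less SRC3-driven luciferase light from the GAL4 reporter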
Target sequence (Q9Y6Q9 whole entry, looked up, the tested form may be a part): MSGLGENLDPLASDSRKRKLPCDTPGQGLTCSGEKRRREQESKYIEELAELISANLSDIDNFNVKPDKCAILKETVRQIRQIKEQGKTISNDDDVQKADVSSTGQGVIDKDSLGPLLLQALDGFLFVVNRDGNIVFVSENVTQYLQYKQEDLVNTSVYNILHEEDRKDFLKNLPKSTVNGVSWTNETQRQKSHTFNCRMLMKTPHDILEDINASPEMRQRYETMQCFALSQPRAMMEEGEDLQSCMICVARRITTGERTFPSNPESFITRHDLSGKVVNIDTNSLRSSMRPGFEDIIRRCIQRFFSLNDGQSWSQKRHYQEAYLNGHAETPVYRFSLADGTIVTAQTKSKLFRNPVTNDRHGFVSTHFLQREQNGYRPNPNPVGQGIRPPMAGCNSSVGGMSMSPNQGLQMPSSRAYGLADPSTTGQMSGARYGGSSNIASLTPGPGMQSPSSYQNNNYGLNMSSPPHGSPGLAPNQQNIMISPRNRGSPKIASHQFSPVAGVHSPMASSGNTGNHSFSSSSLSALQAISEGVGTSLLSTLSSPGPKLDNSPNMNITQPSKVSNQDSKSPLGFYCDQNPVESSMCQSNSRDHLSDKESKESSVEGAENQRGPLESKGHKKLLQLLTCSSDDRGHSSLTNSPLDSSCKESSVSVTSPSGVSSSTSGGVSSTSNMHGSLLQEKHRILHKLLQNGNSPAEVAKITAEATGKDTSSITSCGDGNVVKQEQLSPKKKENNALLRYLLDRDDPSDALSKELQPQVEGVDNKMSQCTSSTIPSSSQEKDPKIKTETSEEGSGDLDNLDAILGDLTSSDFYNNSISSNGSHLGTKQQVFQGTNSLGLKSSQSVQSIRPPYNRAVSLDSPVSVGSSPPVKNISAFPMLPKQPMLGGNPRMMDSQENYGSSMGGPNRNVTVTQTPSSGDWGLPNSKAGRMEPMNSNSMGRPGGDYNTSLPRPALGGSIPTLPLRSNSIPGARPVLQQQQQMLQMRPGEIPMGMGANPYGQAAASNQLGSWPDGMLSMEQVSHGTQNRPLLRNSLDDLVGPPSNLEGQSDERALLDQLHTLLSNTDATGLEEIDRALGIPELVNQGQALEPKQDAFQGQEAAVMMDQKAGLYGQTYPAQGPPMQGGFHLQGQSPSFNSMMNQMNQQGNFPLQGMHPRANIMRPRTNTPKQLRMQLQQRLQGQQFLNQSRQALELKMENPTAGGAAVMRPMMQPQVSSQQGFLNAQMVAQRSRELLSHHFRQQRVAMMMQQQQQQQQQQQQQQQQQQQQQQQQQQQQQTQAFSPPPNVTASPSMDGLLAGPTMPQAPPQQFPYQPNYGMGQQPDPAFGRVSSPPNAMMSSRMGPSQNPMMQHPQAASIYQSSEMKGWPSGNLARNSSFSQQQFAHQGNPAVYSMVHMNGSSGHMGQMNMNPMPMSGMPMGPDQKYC
NCOA2 inhibitor: human SRC2 (NCOA2) inhibition; Q15596; HEK293 GAL4-SRC2 luciferase reporter, luminescence; inhibition, % at 9 µM; actives 0.17% (n = 370,000); AID 651957;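 active = inhibition above the mean inhibition of all tested compounds plus 3 SD, set per campaign, cut at about 52% in these data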;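 also: 0% = DMSO treated cells and 100% = cells given Gossypol at 36 µM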
LMP1 NFkB inh: inhibitors of Epstein-Barr LMP1-induced NF-kappaB reporter | LMP1-induced NF-kappaB luciferase reporter cells, luminescence | actives 0.69% (n = 350,000) | inhibition, % at 12.5 µM; in the data active = inhibition above about 41%;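 also: 0% = neutral control wells and 100% = reference inhibitor control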
Active calls of the source: *.

Every second line gives: TROY signal inh	NR5A2 inv ag	TWEAK-Fn14 inh	COUP-TFII inh	CF NFkB inh	KKLEB tox	TRAIL sens C8	SRC1 inh	NCOA3 inh	NCOA2 inhibitor	LMP1 NFkB inh
CCc1ccc(NC(=O)COC(=O)CC2CCCC2)cc1
    -31.6	-12.5	2.7	1.3	-14.7	12.3	-6.2	3.4	7.3	-13.3	-3.9
Cc1ccc(C(=O)Nc2ccc3c(c2)C(=O)N(C)C3=O)c(C)c1
    -67.1	-13.9	-18.5	-5.2	-24.9	-2.2	10.0	-21.1	-10.3	14.9	4.3
CCOc1ccccc1N1CCN(C(=O)CCNS(=O)(=O)c2ccccc2F)CC1
    3.8	8.6	4.4	-12.7	1.0	6.9	-31.5	-10.9	-8.5	7.1	-7.4
CCOC(=O)C1CCN(C(=O)c2cc3cc(C)ccc3[nH]2)CC1
    -31.6	-75.7	-23.5	-14.7	-8.1	6.5	8.7	-36.6	-39.7	-30.4	-15.1
CCOc1ccc(OCC)c(NC(=O)C2CCCN(C(=O)c3ccc(Cl)cc3)C2)c1 (centres undefined)
    -2.3	-6.1	-7.3	9.7	20.4	-12.8	0.8	10.4	-5.1	6.1	-3.7
O=C1CNC(=S)N1c1nc2ccccc2s1
    -6.0	0.0	0.2	-29.7	3.7	6.4	0.1	0.6	8.7	-68.1	-4.7
Cc1ccc(S(=O)(=O)c2nc(NC3CCS(=O)(=O)C3)sc2Cl)cc1 (centres undefined)
    10.9	-2.9	-14.4	7.9	9.1	-4.5	-6.1	4.4	5.2	10.1	-5.8
Cc1cc(C)n2cc(CSCc3ccco3)nc2n1
    -8.6	-18.4	6.5	-3.4	-6.6	2.6	-16.1	10.3	14.7	-30.3	-9.7
CC(O)CN(CC(C)O)c1ccc2c(c1)Cc1cc([N+](=O)[O-])ccc1-2 (centres undefined)
    -44.0	14.6	-54.0	-11.3	-244.0	8.0	14.8	-10.7	-36.2	0.1	-6.7
COc1ccc(/C=N/NC(=O)CNC(=O)/C=C/c2ccco2)cc1OC
    -15.1	-5.8	6.2	1.8	-11.8	-11.8	-12.8	-20.7	10.4	11.7	-4.4
CC1CN(C(C)C(=O)NC(c2ccccc2)c2ccccc2)CC(C)O1 (centres undefined)
    5.5	-0.4	26.4	3.0	10.5	-5.8	-1.6	10.5	10.2	-21.8	0.1
CC(OC(=O)C1COc2ccccc2O1)C(=O)c1ccccc1 (centres undefined)
    -11.5	5.0	15.6	-1.5	-6.5	16.7	10.3	3.7	0.3	13.1	3.5
CCOCC(=O)Nc1ccc(S(=O)(=O)NCC2CCCO2)cc1 (centres undefined)
    2.0	25.6	-8.2	8.6	4.3	3.6	-12.1	-13.7	-20.5	6.2	1.3
COc1cc(NC(=O)c2ccc(NC3=NC4CS(=O)(=O)CC4S3)cc2)cc(OC)c1 (centres undefined)
    8.8	16.2	-7.4	9.8	-9.4	3.6	-2.4	-12.8	-2.0	-26.4	-7.9
Cc1ccc(NC2=C(Cl)C(=O)OC2OC(C)C)c(C)c1 (centres undefined)
    4.4	18.5	12.4	8.7	-5.7	-0.9	20.8	11.3	4.6	-8.5	6.7
O=[N+]([O-])c1ccc(CSc2ccc(-c3ccccn3)nn2)cc1
    -35.9	9.7	-19.0	15.6	-27.0	2.9	15.1	-10.7	18.2	-3.3	10.7
CCCCNC(=O)c1ccc(CS(=O)(=O)c2ccc(C)cc2)o1
    -2.3	-8.3	-6.3	4.0	-9.4	7.2	-10.1	-18.3	-1.2	-25.0	-0.4
CCC(C)NC(=O)COC(=O)c1ccc(Cl)cc1O (centres undefined)
    4.5	12.9	6.0	-7.3	-21.0	7.4	-5.1	5.0	-0.7	-22.8	0.2
COc1cccc(NC(=O)COC(=O)Cc2ccc(Br)cc2)c1
    -0.7	3.2	12.9	-2.3	-8.7	14.5	-3.0	5.5	14.5	-6.6	0.4
Clc1ccccc1Cc1noc(CN2CCN(Cc3ccccn3)CC2)n1
    -24.3	5.5	-1.8	9.3	-4.8	2.4	4.1	-21.9	15.1	-24.8	1.9

(listing goes on)
Every second line gives: TROY signal inh	NR5A2 inv ag	TWEAK-Fn14 inh	COUP-TFII inh	CF NFkB inh	KKLEB tox	TRAIL sens C8	SRC1 inh	NCOA3 inh	NCOA2 inhibitor	LMP1 NFkB inh
CCOC(=O)C1(CCOc2ccccc2)CCN(Cc2cc(OC)c(O)cc2Cl)CC1
    9.8	-4.1	1.2	10.5	-2.0	-18.9	9.8	10.5	-9.3	15.5	4.5
CCN1CCN(c2cc(C)c3cc(NC(=O)Cc4ccc(OC)c(OC)c4)ccc3n2)CC1
    0.2	-32.0	-36.1	2.6	-10.0	-1.5	-15.4	-9.8	0.7	-12.7	-35.1
OC(COc1ccc(OCC(O)CN2CCCCC2)cc1)CN1CCCCC1 (centres undefined)
    2.5	3.1	6.9	4.1	4.6	-7.6	-8.8	8.2	-6.2	0.2	-3.1
Cc1ccc([C@H]2C[C@@H](n3cc(COC(=O)c4ccccc4)nn3)[C@H](O)CN2C(=O)c2cccs2)cc1
    -10.8	7.9	5.7	6.8	-0.1	-8.6	26.1	-2.1	3.5	23.5	13.0
OC(CNCC1(N2CCCCC2)CCCCC1)COc1ccc(Cl)cc1Cl (centres undefined)
    13.7	8.2	-2.4	-9.1	12.1	-4.1	-1.0	13.4	-28.3	-45.7	-16.0
O=c1/c(=C/c2cccc3ccccc23)sc2ncnn12
    -5.2	4.0	7.9	1.3	11.9	-7.6	-12.3	0.8	-4.4	7.4	-7.9
Cc1noc(C)c1/C=N/Nc1ccc2ccccc2n1
    8.2	-67.5	4.3	-36.5	-8.9	-3.7	14.0	-88.8	-72.2	-37.0	-41.3
COc1cc(C(=O)NNC(=O)CCOc2ccccc2)cc(OC)c1OC
    4.2	3.3	3.6	-7.3	-1.2	5.1	1.9	3.2	-4.2	5.7	-8.7
O=C(/C=C/c1ccc(F)cc1)N1CCN(S(=O)(=O)/C=C/c2ccccc2)CC1
    -0.9	2.4	8.4	6.0	4.4	-26.6	1.1	-53.7	7.3	15.8	-1.9
CN(C)S(=O)(=O)c1cccc(NC(=O)CN2C(=O)NC(Cc3ccccc3)C2=O)c1 (centres undefined)
    17.9	-16.8	4.6	-7.5	3.9	-7.7	-2.3	-4.4	16.7	-43.7	-6.4
CN(C)S(=O)(=O)N1CCC(CO)(CCc2ccccc2)CC1
    3.3	-4.1	-7.6	-9.0	2.6	1.7	2.2	-3.6	-19.2	-29.1	2.4
CC(C)(c1cc(Cl)c(O)c(CN2CCOCC2)c1)c1cc(Cl)c(O)c(CN2CCOCC2)c1
    -8.4	-3.4	39.2	25.4	12.3	-10.3	2.0	4.2	1.8	12.1	6.7
COc1cc(-c2noc(C)c2C#Cc2nccn2C)cc(OC)c1OC
    -11.3	28.5	-3.6	-23.4	-4.8	-19.5	7.2	10.5	0.4	-53.4	-1.3
COCCNS(=O)(=O)c1cc(Br)ccc1OC
    18.2	0.4	-2.3	14.9	5.1	2.9	12.5	-1.6	-2.4	10.8	-3.3
COc1ccc2[nH]c(=O)c(CN(C(=O)c3cccnc3)c3ccc(C)c(C)c3)cc2c1
    4.6	0.9	-2.9	4.7	-10.2	12.6	12.4	14.3	24.3	-17.3	-9.9
CCCc1nc2sc3c(c2c(=O)n1NC(=O)c1ccco1)CC(C)(C)OC3
    -36.7	-4.4	-7.3	-4.5	-3.6	3.4	-0.3	14.3	14.6	-19.5	-5.5
Cc1ccc(-n2cccc2/C=C2\C(=N)N3N=C(C(C)C)SC3=NC2=O)cc1
    44.7	-1.5	-1.8	-0.8	6.9	-10.7	16.5	-3.4	9.2	-5.4	4.3
COc1ccc(CN2C(=O)c3cccnc3C2=O)cc1S(=O)(=O)NCc1ccco1
    12.6	13.7	17.4	-25.3	-25.3	13.0	-9.8	-0.9	10.9	13.7	11.4
O=C(CN1C(=O)NC2(CCCc3ccccc32)C1=O)NC1CCCCC1 (centres undefined)
    -3.1	-1.6	4.8	3.4	12.5	-17.2	-9.2	-1.4	-8.2	-10.3	-6.2
CCCn1c(N)c(N(CCOC)C(=O)CSCC(=O)Nc2ccc(C)cc2)c(=O)[nH]c1=O
    -7.0	14.3	13.0	-5.9	-12.9	-16.5	2.5	-14.9	3.5	0.9	1.1

Two entries drawn at random from the list so far, as already listed:
Every second line gives: TROY signal inh	NR5A2 inv ag	TWEAK-Fn14 inh	COUP-TFII inh	CF NFkB inh	KKLEB tox	TRAIL sens C8	SRC1 inh	NCOA3 inh	NCOA2 inhibitor	LMP1 NFkB inh
CCN1CCN(c2cc(C)c3cc(NC(=O)Cc4ccc(OC)c(OC)c4)ccc3n2)CC1
    0.2	-32.0	-36.1	2.6	-10.0	-1.5	-15.4	-9.8	0.7	-12.7	-35.1
CCOC(=O)C1(CCOc2ccccc2)CCN(Cc2cc(OC)c(O)cc2Cl)CC1
    9.8	-4.1	1.2	10.5	-2.0	-18.9	9.8	10.5	-9.3	15.5	4.5

Next section.
Every second line gives: TROY signal inh	NR5A2 inv ag	TWEAK-Fn14 inh	COUP-TFII inh	CF NFkB inh	KKLEB tox	TRAIL sens C8	SRC1 inh	NCOA3 inh	NCOA2 inhibitor	LMP1 NFkB inh
CNc1nc(Cl)nc2c1ncn2-c1ccccc1
    -20.2	-0.7	-18.8	-7.7	21.6	-15.8	2.5	-31.7	-15.3	-3.6	-3.2
CCOc1ccc2nc(SCC(=O)NCC3CCCO3)sc2c1 (centres undefined)
    -8.4	-6.1	-9.4	6.7	3.3	-1.9	-12.9	-11.8	-10.0	8.9	-2.7
CCN(CC)S(=O)(=O)c1ccc2nnn(OCC(=O)Nc3cccc(C#N)c3)c2c1
    20.3	25.9	4.9	14.2	-3.8	-7.6	-8.0	0.8	4.5	2.8	-26.8
CCN(CC)CCN(C(=O)c1ccc2c(c1)CCCC2)c1nc2ccc(F)cc2s1
    54.7*	-23.4	36.3	4.5	3.1	-9.0	2.3	1.3	-2.0	6.9	-11.8
CCCN(CCC)CCNC(=O)c1cc2c(=O)n(C)c3ccccc3c2n1C
    -11.9	-24.0	-30.2	-8.3	-77.6	10.9	-2.1	-8.6	11.6	-28.4	-32.9
O=C(c1cncc(Br)c1)N1CCCc2ccccc21
    -3.3	-4.8	-0.9	16.2	5.1	-14.3	4.4	10.2	19.7	6.8	2.8
COc1cccc(C(=O)CC(=O)C(=O)Nc2cc(Cl)c(OC)cc2OC)c1
    -1.9	-30.9	-37.1	16.3	-5.7	-7.4	-9.0	-0.2	7.0	-6.4	3.0
O=C(COc1ccccc1)Nc1ccc(C(=O)N2CCCC2)cc1
    -21.6	-8.4	14.4	-13.7	25.0	-9.3	6.1	-5.5	-6.8	-0.8	-0.3
CS(=O)(=O)Nc1ccc(C2=NN(C(=O)c3ccccc3)C(c3cccs3)C2)cc1 (centres undefined)
    18.7	17.9	-6.5	5.5	-10.8	6.8	-13.8	23.1	-6.1	4.3	6.4
CCOC(=O)C(CCCP(=O)(c1ccccc1)c1ccccc1)(NC(C)=O)C(=O)OCC
    3.6	1.4	14.1	-10.7	-15.7	-0.9	8.4	-3.3	12.7	-4.3	-0.1
COC(=O)C(CC(C)C)NC(=O)c1cc(OC)c(OC)c(OC)c1 (centres undefined)
    -14.7	-1.6	4.3	-2.2	-9.0	-4.6	16.6	-6.6	8.5	-22.5	-3.9

From PubChem BioAssay

Compounds as they come, and some 4.2% of all compounds hit somewhere here.
